HCV core dimer: HCV core protein dimerization inhibition. 300,000 compounds, 0.33% hits. TR-FRET GST/Flag-core106 dimerization, 1536-well. AID 1899. inhibition, % at 5 µM;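 active = inhibition above the mean of all tested compounds plus 3 SD, set per screening campaign, cut at about 45% in these data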
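test system = GST/Flag-tagged HCV core106 proteins | probe or stimulus = Eu donor and XL665 acceptor anti-tag antibodies | times = compound-protein-antibody incubation 4 h at 22.5 °C | signal = TR-FRET, excitation 340 nm, emission 617 and 671 nm | measure = percent inhibition of core106 dimerization signal | controls = wells lacking GST-core106 and wells with excess unlabelled core106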
PP5 inh: inhibitors of human protein phosphatase 5 (PP5) | purified PP5c, OMFP substrate fluorescence | 320,000 compounds, 0.18% hits | inhibition, % at 6.7 µM | P53041;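 active = inhibition above the campaign's mean inhibition across all tested compounds plus 3 SD, cut at about 9.5% in these data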;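 also: 0% = DMSO only and 100% = 100 µM cantharidin control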
PP1 counter: blocks human PP1-alpha phosphatase, a PP5 counter-screen; 320,000 compounds, 0.9% hits; AID 2235; inhibition, % at 6.7 µM; purified PP1alpha, OMFP fluorescence;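 active = inhibition above the mean inhibition of all tested compounds plus 3 SD, computed separately for each screening campaign, cut at about 15% in these data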
Target sequence (P62136 whole entry, looked up): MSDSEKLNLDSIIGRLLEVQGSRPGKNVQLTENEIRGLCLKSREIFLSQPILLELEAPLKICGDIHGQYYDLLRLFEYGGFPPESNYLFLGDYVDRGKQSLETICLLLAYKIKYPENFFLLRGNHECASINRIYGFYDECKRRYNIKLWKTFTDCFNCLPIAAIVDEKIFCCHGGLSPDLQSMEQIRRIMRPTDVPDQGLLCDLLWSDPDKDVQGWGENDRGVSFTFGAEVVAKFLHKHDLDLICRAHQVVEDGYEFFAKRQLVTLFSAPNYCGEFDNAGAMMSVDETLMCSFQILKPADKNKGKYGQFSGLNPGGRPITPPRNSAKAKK
Efflux pump inh: inhibitors of Candida antifungal efflux pumps expressed in yeast | S. cerevisiae Candida pump triplex, Nile Red efflux | inhibition, % at 10 µM | 330,000 compounds, 0.44% hits;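 active = plate passing quality check with inhibition over a set limit, or well fluorescence over plate mean plus 4 SD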;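 also: Nile Red retained in pooled yeast measured as flow cytometry median fluorescence; 0% = buffer negative control and 100% = Enniatin B positive control; higher means more Nile Red kept so more efflux inhibition; some compounds called inactive have numbers as strong as hits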
EBNA-1 inhibitor: blocks EBNA-1 binding to DNA | EBNA-1 DNA binding, fluorescence polarization | inhibition, % at 14.8 µM | 300,000 compounds, 0.34% hits; in the data active = inhibition above about 28%
TPT1 inh: C. albicans TPT1 enzyme inhibition. AID 1962. 300,000 compounds, 0.81% hits. recombinant caTPT1, FP RNA substrate dephosphorylation. inhibition, % at 5 µM;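 active = inhibition above the mean of all tested compounds plus 3 SD, set per screening campaign, cut at about 24% in these data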;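 also: plate controls were DMSO alone for no effect and ferristatin control at 100 nM for full effect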
ZTA counter: counter-screen for EBNA-1 inhibitors: inhibitors of Epstein-Barr virus ZTA. P03206. ZTA-DNA binding, fluorescence polarization. inhibition, % at 11 µM. 320,000 compounds, 0.15% hits. AID 2234; in the data active = inhibition above about 33%
Target sequence (P03206 whole entry, looked up): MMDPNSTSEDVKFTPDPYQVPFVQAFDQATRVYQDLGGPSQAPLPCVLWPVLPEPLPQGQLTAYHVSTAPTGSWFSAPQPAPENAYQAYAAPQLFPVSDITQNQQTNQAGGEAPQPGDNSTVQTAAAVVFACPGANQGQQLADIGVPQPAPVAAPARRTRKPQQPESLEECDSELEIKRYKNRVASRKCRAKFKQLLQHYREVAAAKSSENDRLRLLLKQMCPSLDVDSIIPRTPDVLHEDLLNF
PREPL inhibitor: inhibits the human prolyl oligopeptidase-like enzyme | Q4J6C6 | recombinant PREPL, fluorescence polarization activity-based probe | inhibition, % at 5.96 µM | 320,000 compounds, 0.68% hits; in the data active = inhibition above about 43%;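 also: 0% = enzyme with DMSO and 100% = wells lacking enzyme; many of its hits are not listed in these tables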
CTSL1 counter: blocks F. hepatica cathepsin L1 in PFM18AAP counter-screen; AID 1906; inhibition, % at 5.96 µM; recombinant F. hepatica cathepsin L1, Z-Leu-Arg-MCA fluorescence; 300,000 compounds, 0.49% hits;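 active = inhibition above the mean of all tested compounds plus 3 SD, set per screening campaign, cut at about 17% in these data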;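 also: 0% = plate median of test compound wells and 100% = 1 µM Z-Phe-Ala-diazomethylketone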
An asterisk follows results filed as active; . = not tested or not shown. This is a subset; the hit share may differ from the screen's.

entry	molecule	PREPL inhibitor	PP5 inh	ZTA counter	TPT1 inh	Efflux pump inh	CTSL1 counter	EBNA-1 inhibitor	HCV core dimer	PP1 counter
1	COc1ccc(C(=O)OCC(=O)NCCN2C(=O)CSC2=O)cc1	10	3.0	-6	3	-0.1	-1	2	1	-3
2	Cc1cc(C)nc(/N=C(\N)Nc2ccc(C)c([N+](=O)[O-])c2)n1	8	1.0	1	-1	-0.1	0	1	-8	-3
3	CS(=O)(=O)c1ccc(NC(=O)CCCc2nc3ccccc3c(=O)[nH]2)cc1	0	-0.8	0	0	0.0	-1	-5	-1	-9
4	CSc1ccc(-c2nc(CSCC(=O)NCCCN3CCOCC3)c(C)o2)cc1	14	1.6	-12	1	-0.1	0	1	-5	2
5	CCOc1cccc(-c2c(C(=O)N/N=C/c3ccc(C)s3)nnn2-c2nonc2N)c1	-2	0.9	19	0	0.0	-2	-4	11	-2
6	C[C@]12C=CC(=O)C=C1CC[C@H]1[C@@H]3C[C@@H](O)[C@](O)(C(=O)CO)[C@@]3(C)C[C@H](O)[C@@]12F	5	-1.3	7	-4	0.0	5	5	3	-2
7	O=C1C2CCCN2C(=O)N1CCN1CCN(c2ccccc2)CC1 (stereo not given)	8	2.2	-1	-4	-0.3	2	12	-8	3
8	COc1ccc(C(=O)Nc2ccc3ccccc3n2)cc1OC	6	0.8	10	2	-0.2	-3	6	7	2
9	CCc1ccccc1NC(=O)Cn1cccc1C1=NC(c2ccccc2)CO1 (stereo not given)	-7	2.5	6	-2	0.1	-2	8	5	0
10	Oc1ccccc1CN1CCN(C(O)(c2ccccc2)c2ccccc2)CC1	1	3.2	-5	0	0.0	2	8	-8	0
11	O=C(NC(=S)NC1C2CC3CC(C2)CC1C3)C12CC3CC(CC(C3)C1)C2 (stereo not given)	-1	0.8	-5	0	-0.1	-4	4	0	-4
12	Cc1cccc(OCC(=O)NC(=S)Nc2ccccc2N2CCOCC2)c1C	0	0.4	-2	2	0.6	1	-2	-5	-2
13	CN(CC(=O)Nc1ccccc1N1CCCC1)S(=O)(=O)c1ccc(F)cc1	9	0.8	-1	-2	0.0	0	-4	-1	74*
14	O=C(NCCCn1ccnc1)C(=O)NCC1OCCCN1S(=O)(=O)c1ccc(Cl)cc1 (stereo not given)	1	1.8	15	-3	-1.5	-6	9	4	-1
15	CCOc1ccc(N=C2SC(C(=O)O)CC(=O)N2C)cc1 (stereo not given)	-1	0.9	-5	-2	-0.1	7	8	3	-1
16	Cn1c(CN2CCN(c3ccccc3NS(C)(=O)=O)CC2)nc2ccccc21	6	1.0	8	-2	-0.1	2	3	6	-1
17	COC(=O)c1cc(OC(=O)CCc2ccc(OC)c(OC)c2)cc(C(=O)OC)c1	13	-1.8	-2	-1	-0.1	-60	-3	2	1
18	COc1ccc(N2C(S)=C(C#N)C(=O)NC2c2ccc(OC)c(OC)c2)cc1 (stereo not given)	3	0.9	14	-2	0.0	2	2	2	-3
19	Cc1ccc(C)c(S(=O)(=O)N2CCN(C(=O)c3cncc(Br)c3)CC2)c1	8	2.7	7	3	0.1	-1	-11	-4	-2
20	OCCCc1cn(CC2CCCCC2)nn1	5	-2.3	-8	-4	-0.1	0	13	-9	-4
21	O=c1nc2s/c(=C\c3ccco3)c(=O)n2nc1Cc1ccc(F)cc1	-2	1.5	-3	3	-0.3	0	-2	37	1
22	COC(=O)C1=C(C)N(Cc2ccccc2)C(=NCCc2ccccn2)N[C@H]1c1cccc(F)c1	12	0.6	-9	-4	-0.2	-2	-3	-4	-1
23	CCOc1ccc(Br)cc1S(=O)(=O)N1CCC(C(=O)O)CC1	0	2.1	-1	-2	0.1	-3	-5	1	-2
24	COc1cccc(C(=O)OCC(=O)c2ccc(Br)s2)c1	13	2.9	-7	-2	0.0	-2	-6	5	-1
25	COc1ccccc1/C=C/C(=O)OCC(=O)Nc1ccc(Cl)cn1	-11	2.7	-8	1	0.0	-15	0	-3	4
26	Cc1ccc2c(c1)[nH]c1c(=O)n(CCN3CCCCC3)cnc12	-1	2.5	-21	-5	0.3	-1	0	-8	-2
27	O=C(Nc1ccc(S(=O)(=O)N2CCCC2)cc1)C1CC(=O)N(CCc2ccc(F)cc2)C1 (stereo not given)	2	-0.7	-7	.	0.3	.	.	.	-3
28	CCC1Sc2ccc(S(=O)(=O)CCC(=O)Nc3ccccc3Br)cc2NC1=O (stereo not given)	-1	1.0	4	0	-0.1	0	2	5	2
29	CCOC(=O)N1CCN(C(=O)CSc2nnc(-c3c[nH]c4ccccc34)n2CCOC)CC1	9	-2.1	-12	-2	0.1	-3	5	7	-3
30	CC(NC(=O)C1CCN(C(=O)[C@@H]2Cc3ccccc3CN2)CC1)c1ccccc1 (stereo not given in full)	6	1.7	14	-3	0.1	-3	-21	-9	4
31	CC(C)(C)SCCNC(=O)COc1ccccc1	11	-0.8	0	-3	0.0	6	12	-1	0
32	Cc1ccc(N(C(=O)c2snc(C(N)=O)c2N)C(C(=O)NC2CCCC2)c2ccc(C)o2)cc1 (stereo not given)	3	5.8	-10	-2	0.8	2	-2	18	8
33	COc1ccc(Cl)cc1C(=O)NCc1ccco1	4	0.5	-13	-4	-0.1	-4	-5	-2	-1
34	CC(NC(=O)N1CCN(c2ccccc2F)CC1)c1ccc(F)c(F)c1 (stereo not given)	22	2.5	-5	-2	-0.2	1	5	-12	0
35	C=CCn1c(C2CC(=O)N(c3ccc(C)cc3)C2)nc2ccccc21 (stereo not given)	2	0.2	1	-2	-0.1	1	-1	-4	-2
36	O=C(CN1CCN(C(=O)C2COc3ccccc3O2)CC1)Nc1ccc(F)cc1 (stereo not given)	11	-0.7	-8	-4	-0.1	4	-10	-3	1
37	Cc1cccc2sc(NNC(=O)c3ccc4c(c3)OCCO4)nc12	16	1.0	1	1	-0.6	-4	15	2	0
38	C/C(=C/C=N/Nc1nc(N2CCCCC2)nc(N2CCCCC2)n1)c1ccccc1	-1	0.4	8	-5	0.0	-1	0	6	3
39	CC(C)Oc1cccc(C(=O)C2CCCN(Cc3cnc(N4CCCC4)s3)C2)c1 (stereo not given)	12	-1.5	17	-3	-0.1	5	9	6	-1
40	CN(C)c1ccc(-c2nnc(-c3cccs3)o2)cc1	12	-2.0	4	1	-0.1	2	-2	5	-1
41	O=C(NC(c1ccccc1)c1ccccc1)c1cccc(S(=O)(=O)NCc2ccccc2)c1	-13	4.7	0	-1	0.2	-1	2	5	2
42	C=C1CCN([C@@H](C)C(=O)NCc2ccc(Cl)cc2)S(=O)(=O)c2ccccc21	-10	2.3	-23	-2	-0.1	-7	-12	0	2
43	CCCNC(=O)C(NS(=O)(=O)c1ccc2c(c1)c(=O)n(C)c(=O)n2C)c1ccccc1 (stereo not given)	4	-0.3	9	-2	0.1	3	2	-4	-4
44	CC(C)=CCCC(C)CN1CCC(n2nccc2NC(=O)C2CCCC2)CC1 (stereo not given)	6	4.1	9	-3	0.1	2	8	-7	1
45	CCN1CCN(C(=O)CN(C)S(=O)(=O)c2ccc(Cl)cc2)CC1	-1	-0.1	-9	-3	0.0	-5	-6	-6	-4
46	COc1ccc(CN(C(=O)c2oc3ccccc3c2C)C2CCS(=O)(=O)C2)cc1 (stereo not given)	-11	5.0	8	-1	0.1	1	-8	8	-1
47	O=C1CN(C(=S)NC(=O)c2ccccc2[N+](=O)[O-])CCN1	-3	1.2	-4	0	-0.7	0	0	-4	-4
48	Cc1cccc(NC(=O)CCCn2cc([N+](=O)[O-])cn2)n1	-8	0.4	5	0	-0.2	-2	3	0	-1
49	COC(=O)c1cccc(Oc2cccc(C(F)(F)F)c2)n1	10	1.0	2	-3	-0.1	2	9	-4	-1
50	C/C(=N/OC(=O)c1ccc(Br)cc1)c1ccc(C)cc1	0	4.7	-18	-1	-0.1	11	-7	0	-2
51	Cc1ccc(-c2nn(-c3ccccc3)cc2NC(=O)CCl)cc1	0	3.8	-5	-4	-0.1	82*	10	7	1
52	O=C(O)CN1C(=O)c2ccc(Oc3cccc4c3C(=O)N(CC(=O)O)C4=O)cc2C1=O	-3	0.4	-3	0	0.3	0	-3	4	-7
53	CC(SCc1ccccc1)C(=O)NN=C1CCN(C)CC1 (stereo not given)	-38	-0.8	2	-6	0.0	-3	-6	2	0
54	COc1ccc(NC(=O)c2cccnc2C(=O)O)c(OC)c1	5	-0.5	3	0	0.1	-1	-2	0	3
55	COc1ccc(C(=O)NNC(=S)NC(=O)c2cc(-c3ccccc3)nc3ccccc23)cc1	10	1.2	14	1	0.0	3	-4	12	-2
56	O=C(NC(=S)Nc1cc(S(=O)(=O)N2CCOCC2)ccc1O)c1ccco1	18	0.2	-3	-2	0.2	6	13	-4	-1

In a second layout: results already given.
[51] Cc1ccc(-c2nn(-c3ccccc3)cc2NC(=O)CCl)cc1
  PREPL inhibitor: 0
  PP5 inh: 3.8
  ZTA counter: -5
  TPT1 inh: -4
  Efflux pump inh: -0.1
  CTSL1 counter: 82*
  EBNA-1 inhibitor: 10
  HCV core dimer: 7
  PP1 counter: 1

[52] O=C(O)CN1C(=O)c2ccc(Oc3cccc4c3C(=O)N(CC(=O)O)C4=O)cc2C1=O
  PREPL inhibitor: -3
  PP5 inh: 0.4
  ZTA counter: -3
  TPT1 inh: 0
  Efflux pump inh: 0.3
  CTSL1 counter: 0
  EBNA-1 inhibitor: -3
  HCV core dimer: 4
  PP1 counter: -7

Following part:
entry	molecule	PREPL inhibitor	PP5 inh	ZTA counter	TPT1 inh	Efflux pump inh	CTSL1 counter	EBNA-1 inhibitor	HCV core dimer	PP1 counter
57	CCOC(=O)c1c2n(c3ccc(O)cc13)CCC2	1	2.1	15	-4	0.0	-3	-2	-7	-1
58	CCOC(=O)c1c(C)[nH]c(C(=O)COC(=O)C(C)Oc2ccc(Cl)cc2Cl)c1C (stereo not given)	-15	4.7	3	-1	0.0	-3	-6	2	6
59	O=C(Nc1cccc(Cl)c1)Nc1ccccc1C(=O)NCc1ccco1	10	5.3	16	8	0.2	2	-7	5	2
60	N#CCNC(=O)C1c2ccccc2Oc2ccccc21	-3	1.4	-2	-1	0.1	-4	4	-2	0
61	CCCNC(=O)Nc1ccc(F)c(Cl)c1	1	2.4	-1	-4	-0.1	5	-2	3	-2

Assay outcomes from PubChem.
